IL-1B inflam inh = inflammasome signaling inhibition, IL-1 beta readout | THP-1 LPS/ATP IL-1B secretion, AlphaLISA, 16 h; hits give low values | activity change, % at 57.5 µM | 4.7% of 360,000 active; in the data active = activity change below about -50%; inconclusive = mostly about -30% to -49%; note: % is set by controls: 0 for no effect and ±100 for the full control effect
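THP-1 cells pretreated 1 hr with compounds (up to 57.5 uM final), then stimulated with LPS (250 ng/mL final) plus ATP (1.25 mM final); secreted IL-1B measured by AlphaLISA after 16 hr, decreased signal indicating inhibition.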
SW480 rerep = inducers of DNA re-replication in SW480 colon cancer cells; SW480 DNA re-replication, Hoechst DNA content imaging, 48 h; 1.8% of 340,000 active; Potency, µM (titrated, usually from 46.1 µM), without a hit: at the top dose re-replication activation, most hits filed as activators; AID 624297; note: potency is the fitted concentration of half-maximal effect; % of control where 0% means no effect; nearly all actives have a fitted effect of over 55% in size
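250 cells/well; 23 nL cpd via pin tool; 48 hr, 37 C, 5% CO2; Hoechst 40 min; imager read of total nuclear intensity, ex 405/em 500-530 nm.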
KB-V1 MDR tox = kills drug-selected multidrug resistant KB-V1 cells. 3.4% of 400,000 active. AID 1347076. KB-V1 MDR cells viability, CellTiter-Glo, 72 h. Potency, µM (doses to about 46.1 µM), for the others: top-dose activity change, negative = cytotoxicity, most hits filed as cytotoxic; note: potency is the fitted concentration of half-maximal effect; % is set by controls: 0 for no effect and ±100 for the full control effect; nearly all actives have a fitted effect of over 60% in size
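Cytotoxicity toward P-gp-expressing KB-V1 cells was determined as loss of CellTiter-Glo luminescence after 72 h at 37 degrees C. Compounds were tested in quantitative HTS format across a concentration range, with curves fitted to normalized data.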
ATXN2 expr inh = inhibitors of ATXN2 expression; HEK-293 ATXN2-luciferase reporter, luminescence, 24 h; Potency, µM (highest dose often 57 µM), for inactives: at the top dose activity change, negative = inhibition, actives largely listed as inhibitors; 0.72% of 360,000 active; AID 1745845; note: potency is the fitted concentration of half-maximal effect; % is set by controls: 0 for no effect and ±100 for the full control effect; nearly all actives have a fitted effect of over 55% in size
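qHTS (up to 57 uM final) was run with 24 h compound exposure of reporter cells at 37 °C. Each well was multiplexed: SteadyGlo luminescence measured ATXN2-luciferase expression after a fluorogenic Gly-Phe-AFC viability readout (25 uM final).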
WRN helicase inh = inhibitors of human WRN helicase; Q14191; 0.46% of 360,000 active; Potency, µM (series often up to 114 µM), for inactives: at the highest dose activity change, negative = inhibition, most hits filed as inhibitors; WRN helicase unwinding, fluorescent forked duplex, kinetic; AID 651768; note: potency is the fitted concentration of half-maximal effect; % is set by controls: 0 for no effect and ±100 for the full control effect; nearly all actives have a fitted effect of over 55% in size
Target sequence (Q14191 whole entry, looked up): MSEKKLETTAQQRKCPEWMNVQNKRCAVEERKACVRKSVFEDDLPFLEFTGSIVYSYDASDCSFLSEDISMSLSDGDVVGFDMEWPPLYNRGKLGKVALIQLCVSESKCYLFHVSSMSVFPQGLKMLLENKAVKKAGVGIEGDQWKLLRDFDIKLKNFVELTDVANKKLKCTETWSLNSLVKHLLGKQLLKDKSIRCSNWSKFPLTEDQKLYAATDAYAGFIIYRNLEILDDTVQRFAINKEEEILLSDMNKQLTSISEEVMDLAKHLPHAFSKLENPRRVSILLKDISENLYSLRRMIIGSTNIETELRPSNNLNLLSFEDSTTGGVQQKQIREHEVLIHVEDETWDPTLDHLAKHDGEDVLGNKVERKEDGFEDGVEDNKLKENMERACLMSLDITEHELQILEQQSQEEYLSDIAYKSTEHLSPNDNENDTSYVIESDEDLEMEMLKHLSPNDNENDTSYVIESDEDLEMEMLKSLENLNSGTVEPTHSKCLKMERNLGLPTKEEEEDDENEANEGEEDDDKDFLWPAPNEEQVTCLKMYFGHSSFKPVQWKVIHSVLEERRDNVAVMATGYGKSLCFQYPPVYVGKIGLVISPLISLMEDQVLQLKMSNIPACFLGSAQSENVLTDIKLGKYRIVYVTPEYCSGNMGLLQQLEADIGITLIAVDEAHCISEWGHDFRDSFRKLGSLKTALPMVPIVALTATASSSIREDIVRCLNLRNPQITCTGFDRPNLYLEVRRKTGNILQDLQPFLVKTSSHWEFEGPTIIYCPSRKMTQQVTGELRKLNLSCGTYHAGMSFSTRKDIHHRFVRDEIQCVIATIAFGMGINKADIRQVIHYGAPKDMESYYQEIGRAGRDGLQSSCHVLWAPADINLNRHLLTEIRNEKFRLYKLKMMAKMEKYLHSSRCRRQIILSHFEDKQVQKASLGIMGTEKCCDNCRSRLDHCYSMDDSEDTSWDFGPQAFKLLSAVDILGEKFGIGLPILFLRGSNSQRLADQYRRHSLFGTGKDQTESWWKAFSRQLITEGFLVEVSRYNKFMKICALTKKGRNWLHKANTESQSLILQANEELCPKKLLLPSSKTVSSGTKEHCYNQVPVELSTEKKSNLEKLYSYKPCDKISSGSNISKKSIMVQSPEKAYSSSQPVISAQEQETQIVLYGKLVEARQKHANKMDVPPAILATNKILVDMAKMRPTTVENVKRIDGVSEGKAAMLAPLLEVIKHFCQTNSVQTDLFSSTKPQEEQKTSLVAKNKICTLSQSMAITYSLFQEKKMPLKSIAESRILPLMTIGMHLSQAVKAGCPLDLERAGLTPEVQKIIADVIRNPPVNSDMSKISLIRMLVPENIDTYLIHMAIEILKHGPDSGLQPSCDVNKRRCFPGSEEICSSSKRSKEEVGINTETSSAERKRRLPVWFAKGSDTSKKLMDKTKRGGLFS
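Kinetic red-fluorescence monitoring (525/598 nm) tracks WRN helicase activity after 100 nM fluorophore-quencher forked duplex and 2 mM ATP are added to 20 nM enzyme pretreated 15 min at room temperature with compound.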
KB-3-1 tox = KB-3-1 parental cell cytotoxicity | KB-3-1 viability, CellTiter-Glo ATP luminescence, 72 h | Potency, µM (titrated, usually from 46.1 µM), without a hit: at the top dose activity change, negative = cytotoxic, usual class: cytotoxic | 1.4% of 400,000 active | AID 1347075; note: potency is the fitted concentration of half-maximal effect; % is set by controls: 0 for no effect and ±100 for the full control effect; nearly all actives have a fitted effect of over 60% in size
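Luminescent ATP read-out (CellTiter-Glo) measures survival of drug-naive KB-3-1 cells after 72 h compound exposure at 37 °C. Titration series was screened from lowest to highest concentration, with DMSO vehicle plates as background controls.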
MCF10A rerep = induces DNA re-replication in MCF 10a normal breast cells; MCF 10A DNA re-replication, Hoechst nuclear intensity, 48 h; Potency, µM (titrated, usually from 46.1 µM), without a hit: at the top dose activity, positive = re-replication, actives largely listed as activators; 2.9% of 350,000 active; note: potency is the fitted concentration of half-maximal effect; % of control where 0% means no effect; nearly all actives have a fitted effect of over 50% in size
HT1080 IDH1KD tx = HT-1080 IDH1 knockdown cell toxicity (counter line). HT-1080 IDH1 knockdown viability, ATP luminescence, 48 h. 2% of 360,000 active. Potency, µM (doses to about 46.1 µM), for inactives: at the highest dose activity, negative = toxicity, actives largely listed as cytotoxic. AID 686971;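 note: potency is the fitted concentration of half-maximal effect; 0% = DMSO wells and -100% = cell-free medium wells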
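HT-1080-IDH1KD cells (IDH1 knocked down), 750/well in RPMI with 5% FBS, treated with compound 48 h at 37 degrees C. Viability by CellTiter-Glo luminescence, normalised to DMSO and no-cell wells; concentration-response curves classed.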
HT1080-NT tox = kills 2HG-producing HT-1080-NT fibrosarcoma cells. HT-1080-NT fibrosarcoma viability, CellTiter-Glo ATP luminescence, 48 h. Potency, µM (highest dose often 46.1 µM), for the others: at the top dose activity, negative = less viability, most hits filed as cytotoxic. 1.6% of 360,000 active. AID 686970;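 note: NT is the 2HG producing partner of a matched IDH1 knockdown line; potency is the fitted concentration of half-maximal effect; 0% = DMSO-treated cells and -100% = media-only wells without cells; nearly all actives have a fitted effect of over 55% in size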
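750 cells/well, RPMI + 5% FBS; 2 h settle, compound pin-transfer, 48 h at 37 degrees C. CellTiter-Glo 10 min RT, luminescence. Normalized to DMSO and media-only wells.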
* hit, by the source's call; ? = inconclusive; . = no result given; [ ] = remark or other dose. Unless noted, calls come from the whole dose curve; as a rule, active = well fitted curve in the direction sought with a large enough effect; inconclusive = small, poorly fitted or top-dose-only effect, or another doubt; inactive = no such curve, though single readings can be large; an effect the other way counts as inactive or inconclusive.

#	structure	MCF10A rerep	IL-1B inflam inh	ATXN2 expr inh	KB-V1 MDR tox	HT1080 IDH1KD tx	WRN helicase inh	KB-3-1 tox	SW480 rerep	HT1080-NT tox
1	O=[N+]([O-])c1ccc(Sc2cccc3cccnc23)cc1	9%	-11	51%[activator]	?	-3%	-8%	0%	1%	1%
2	Nc1nnc(CC(=O)N2CCCCC2)s1	15%	-4	-5%	13%	0%	0%	-6%	-5%	-2%
3	CN(C)C(=O)c1ccc(N/C=C(\C=O)c2nc3ccccc3o2)cc1	5%	57	4%	14%	0%	-1%	15%	-21%	2%
4	COc1ccc(C(=O)OCC(=O)NC2CC2)cc1S(=O)(=O)N1CCOCC1	-7%	0	-26%	5%	17%	3%	?	-12%	16%
5	CCN1C(=O)c2cccc3c(S(=O)(=O)NCCc4c[nH]c5ccccc45)ccc1c23	10%	13	12%	-16%	-1%	4%	-3%	-2%	0%
6	COc1ccc(OC)c(CCNC(=O)CSc2ccsc2[N+](=O)[O-])c1	6%	-4	10%	-14%	7%	-22%[57.1 µM]	22%	-4%	4%
7	CN(C)c1ccc(NC(=O)COC(=O)c2cc(=O)c3ccccc3o2)cc1	2%	-4	-11%	?	12%	-1%	13%	-3%	23%
8	CC(Sc1nc(C(F)(F)F)nc2ccccc12)C(=O)NC1CCCC1 (centres undefined)	13%	-16	8%	15%	6%	0%	2%	?	0%
9	CC(=O)c1c(C)[nH]c(C(=O)N2CCN(c3ccc(F)cc3)CC2)c1C	2%	17	23%	?	10µM*	-6%	0%	-2%	?
10	Cc1cccc(C)c1NC(=O)C(NC=O)c1ccccc1 (centres undefined)	21%	3	-9%	0%	4%	-25%	-5%	?	-4%
11	c1ccc2c(Cn3ccnc3)cccc2c1	0%	2	-22%	?	-11%	4%	-6%	4%	-15%
12	CC(=O)N1CCN(Cc2nc3cc(NC(=O)c4ccccc4C)ccc3n2C)CC1	-2%	27	5%	2%	15%	-5%	0%	-1%	15%
13	O=[N+]([O-])c1cccc2nc3ccccc3c(NCCCn3ccnc3[N+](=O)[O-])c12	?	-102*	0.27µM*	0.73µM*	0.082µM*	?	-6%	?	?
14	O=C(Nc1cccnc1)NC1CCCCC1	-7%	3	-1%	0%	2%	2%	4%	-18%	-1%
15	CN(C)CCNC(=O)C12CC3(C)CC(C)(CC(C)(C3)C1)C2	-4%	-16	-15%	-4%	-1%	2%	-2%	-7%	-22%
16	O=C(C1CC(=O)N(c2ccc3c(c2)OCCO3)C1)N1CCN(c2cccc(C(F)(F)F)c2)CC1 (centres undefined)	?	-13	-19%	?	-28%	5%	?	?	-17%
17	Cc1cccc(C)c1NC(=O)C(=O)NCC1CCCN1S(=O)(=O)c1ccccc1 (centres undefined)	?	20	-17%	-12%	4%	1%	1%	-75%[inhibitor]	-3%
18	Cc1ccc(/C=C2/SC(=S)N(CCC(=O)N3CCN(C)CC3)C2=O)cc1	19%	-26	12%	-13%	-18%	-5%	?	1%	-1%
19	CCn1cc([N+](=O)[O-])c(C(=O)NCc2ccc(Cl)cc2)n1	1%	-1	.	0%	11%	-5%	-2%	-71%[inhibitor]	0%
20	COc1cccc(CN2CCN(Cc3ccc4cccc(F)c4n3)CC2CCO)c1 (centres undefined)	5%	24	-14%	-10%	-12%	7%	0%	2%	-6%
21	CC1=Nc2cc(C(=O)NCC3CCCO3)ccc2Sc2ccc(Br)cc21 (centres undefined)	18µM*	59	.	6.5µM*	16µM*	-1%	12µM*	?	10µM*
22	Cc1cc(C)n2nc(SCc3c(F)cccc3Cl)nc2n1	2%	-5	.	?	6%	6%	-3%	?	11%
23	Cc1ccc(S(=O)(=O)N(C)CC(=O)N2CCC(C(N)=O)CC2)cc1	3%	10	-12%	12%	-1%	-32%	5%	-7%	1%
24	COC(=O)C1=C(C)N(CC(C)C)C(=O)C1	?	13	3%	6%	12%[9.24 µM]	-3%[57.1 µM]	6%	-2%	-2%
25	O=C(O)c1ccc(NC(=O)c2ccccc2NC(=O)c2ccccc2Br)cc1	3%	19	-4%	?	-10%	-6%	16%	3%	14%
26	FC(F)(F)c1cccc(Cn2cnc(NC(=S)NCCc3ccccc3)n2)c1	3%	14	.	-6%	11%	7%	-1%	-1%	14%
27	O=C(CCNC(=O)c1ccc(Cl)cc1)Nc1ncccc1O	-3%	-3	0%	?	3%	-2%	2%	3%	9%
28	Cn1nnnc1SCC(=O)Nc1nc2ccccc2s1	3%	0	15%	-2%	1%	4%	2%	1%	0%
29	CCOc1ccccc1NC(=O)c1ccc(OCC)c([N+](=O)[O-])c1	-6%	3	-8%	?	2%	-16%	8%	-34%	-2%
30	COc1ccc(N(CC(=O)N2CCc3ccccc3C2)S(=O)(=O)c2c(C)nn(C)c2C)cc1	0%	10	2%	10%	-6%	-7%	3%	0%	-1%
31	O=S(=O)(c1ccc(N2CCOCC2)c(Cl)c1)N1CCOCC1	?	18	25%	-19%	-11%	1%	-3%	4%	0%
32	COc1ccccc1OCC(=O)Nc1cc(S(=O)(=O)N2CCOCC2)ccc1N1CCCCC1	15%	-55*	0%	-35%	3%	-10%	-4%	6%	20%
33	Cc1ccc(S(=O)(=O)NCCn2nc(C)nc2C)cc1	-20%	-5	4%	17%	0%	3%	2%	-10%	7%
34	CNC(=O)c1cc(S(=O)(=O)Nc2ccc3c(c2)OCO3)ccc1C	-4%	0	7%	21%	2%	-4%	?	2%	5%
35	CSCCC(NC(N)=O)C(=O)NCc1ccccc1Cl (centres undefined)	16%	16	-4%	13%	1%	-3%	25%	0%	-1%
36	Nc1ccccc1S(=O)(=O)NC1=NCCCCC1	0%	0	4%	-4%	1%	5%	-3%	-7%	0%

IL-1B inflam inh: hit marks shown above.
| no. | SMILES | IL-1B inflam inh | WRN helicase inh | SW480 rerep |
| --- | --- | --- | --- | --- |
| 13 | O=[N+]([O-])c1cccc2nc3ccccc3c(NCCCn3ccnc3[N+](=O)[O-])c12 | -102* | ? | ? |
| 32 | COc1ccccc1OCC(=O)Nc1cc(S(=O)(=O)N2CCOCC2)ccc1N1CCCCC1 | -55* | -10% | 6% |

Next records:
#	structure	MCF10A rerep	IL-1B inflam inh	ATXN2 expr inh	KB-V1 MDR tox	HT1080 IDH1KD tx	WRN helicase inh	KB-3-1 tox	SW480 rerep	HT1080-NT tox
37	COC(=O)CCN1CCC2CC1c1cc(-c3cccc(C)c3)ccc12 (centres undefined)	1%	-8	-8%	0%	0%	-4%	0%	-45%	-4%
38	COc1ccc(C2NC(c3ccc(OC)cc3)C(c3ccccc3)C(=O)C2c2ccccc2)cc1 (centres undefined)	2%	-6	-21%	-19%	-15%	-6%	-7%	1%	1%
39	O=C(CNC(=O)Cc1ccccc1)NCC(=O)N1CCN(C(c2ccccc2)c2ccccc2)CC1	0%	3	.	-18%	-1%	5%	2%	-14%	-2%
40	O=C(O)c1ccc(NC2=C(N3CCOCC3)C(=O)c3ccccc3C2=O)cc1	4%	0	-10%	-12%	5%	-6%	-9%	.	-2%
41	COc1ccc(CN2CCNC(=O)C2CC(=O)NC2CCOCC2)c(F)c1 (centres undefined)	-1%	-7	-8%	55%	-2%	-32%	-6%	-11%	-1%
42	O=[N+]([O-])c1ccc2c(c1)oc1ccccc12	4%	-3	-7%	21%	3%	3%	-4%	-6%	1%
43	CCOc1ccc(S(=O)(=O)NCCC(=O)NCc2ccco2)cc1	19%	6	1%	4%	18%	1%	10%	-1%	20%
44	CC(C)(Oc1ccc(Cl)cc1)C(=O)OCC(=O)Nc1ncc(Cl)cc1Cl	3%	1	1%	1%	5%	-3%	-2%	2%	-3%
45	C/C=C(\C)C(=O)N[C@@H](C)CN1C2=NC[C@H](C(C)C)N2C[C@H]1Cc1ccc(OC)cc1	-1%	14	14%	?	1%	5%	5%	-20%[9.22 µM]	12%
46	COCC(=O)N1CCC(Oc2cccc(C(=O)NCc3ccccn3)c2)CC1	1%	11	-20%	9%	9%	6%	4%	-9%	-10%
47	COc1ccc(N(C)S(=O)(=O)c2cccc(C(=O)OCC(=O)c3c(N)n(C)c(=O)n(C)c3=O)c2)cc1	4%	-4	?	.	-2%	-13%	.	2%	-13%
48	O=C(Nc1cccnc1)c1ccc(Cl)c(S(=O)(=O)N2CCCCC2)c1	8%	-18	-1%	?	-24%	-1%	-15%	2%	-7%
49	COc1cccc(NC(=O)COc2ccc3c(c2)CCC3)c1	?	0	0%	?	-15%	2%	4%	-8%	-4%
50	COCCn1c(SCC(=O)Nc2ccccc2)nc2c1c(=O)[nH]c(=O)n2C	5%	-2	-13%	-2%	1%	0%	-10%	1%	-9%
51	COc1ccc(CNC(=O)c2cc(C3CC3)on2)cc1	4%	38	29%	-7%	-2%	0%	8%	-11%	1%
52	O=C(CCOc1ccccc1)Nc1ccnn1C1CCN(Cc2ccc(O)cc2)CC1	0%	-16	-4%	?	-4%	6%	-7%	-6%	-20%

Assay outcomes as filed in PubChem BioAssay.
